M5 PAM: CHRM5 positive allosteric modulation; P08912; activation, % at 3 µM; 0.3% of 360,000 active; CHO-K1 hM5, Fluo-8 calcium, ACh EC20 PAM; 0% = ACh EC20, 100% = ACh EC100;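 active = activation above the run cutoff, the mean activation of all test compounds plus 3 SD, cut at about 18% in these data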
Target sequence (P08912 whole entry, looked up): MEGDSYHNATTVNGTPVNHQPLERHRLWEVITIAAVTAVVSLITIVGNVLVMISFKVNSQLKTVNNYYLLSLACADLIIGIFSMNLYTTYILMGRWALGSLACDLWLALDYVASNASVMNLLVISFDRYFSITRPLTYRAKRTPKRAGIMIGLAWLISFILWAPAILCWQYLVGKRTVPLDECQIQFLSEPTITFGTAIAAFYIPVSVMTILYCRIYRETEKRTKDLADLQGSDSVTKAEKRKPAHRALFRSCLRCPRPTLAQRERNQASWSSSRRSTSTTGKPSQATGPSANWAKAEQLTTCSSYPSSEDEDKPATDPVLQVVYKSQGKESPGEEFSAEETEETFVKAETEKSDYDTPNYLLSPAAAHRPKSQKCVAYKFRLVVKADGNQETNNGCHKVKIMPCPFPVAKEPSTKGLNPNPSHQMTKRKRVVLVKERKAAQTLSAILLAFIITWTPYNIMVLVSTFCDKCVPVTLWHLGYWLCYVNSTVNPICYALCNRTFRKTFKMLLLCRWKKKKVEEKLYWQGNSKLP
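Probe or stimulus: acetylcholine, EC20 level; Assay system: human M5 receptor in CHO-K1 cells; Schedule: compound preincubation 140 s before EC20 acetylcholine addition; Technique: intracellular calcium via Fluo-8 fluorescence; Dosing: single-point, 3 µM nominal; Read-out basis: percent activation from peak-over-basal fluorescence ratio, scaled EC20-to-EC100 acetylcholine; Repeats: one well per compound, no replicates.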
CRFBP-R2 block: antagonists of CRF-binding protein/CRF-R2 receptor complex; AID 588475; HEK293 CRF-R2/CRF-BP, CRF-induced calcium fluorescence; inhibition, % at 11.8 µM; 0.59% of 350,000 active;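 active = inhibition of the ligand-induced calcium signal above about 50% at the single tested concentration, limit read from the data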
M5 antag: antagonists of human muscarinic M5 receptor (CHRM5); P08912; AID 624040; inhibition, % at 3 µM; 0.59% of 360,000 active; CHO-hM5 cells, Fluo-8 calcium fluorescence, ACh EC80;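 active = inhibition above a per-plate cutoff, the mean of that plate's test compounds plus 3 SD, cut at about 27% in these data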;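 also: 0% = acetylcholine EC80 with DMSO and 100% = DMSO without agonist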
CHRM5 agonist: CHRM5 agonism in calcium assay | CHO-K1 hM5 cells, Fluo-8 calcium fluorescence; 0% DMSO wells, 100% maximal acetylcholine response | activation, % at 3 µM | 0.19% of 360,000 active;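 active = activation above the run's mean over test compounds plus 3 SD, cut at about 23% in these data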;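 also: signal is peak over basal fluorescence ratio across the kinetic read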
M4 PAM: CHRM4 positive allosteric modulation. P08173. activation, % at 3 µM. 0.4% of 360,000 active. CHO-K1 hM4/Gqi5, Fluo-8 calcium fluorescence, ACh EC20; 0% = ACh EC20, 100% = maximal ACh;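 active = activation above its plate's cutoff, the mean activation of sample wells plus 3 SD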; also: some results filed as inactive read as strong as hits
CRFBP-R2 agonist: agonists of human CRF-binding protein/CRF-R2 receptor complex; HEK293 CRF-R2/CRF-BP, calcium dye fluorescence (FLIPR); percent of saturating CRF peptide response; activation, % at 13.2 µM; 0.46% of 350,000 active; AID 588473;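 active = activation of at least 50%, plus an integration ratio under a set limit after plate pattern correction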;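 also: plate controls were neutral control wells without compound for no effect and CRF at EC100 for full effect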
IDE inh: cellular human IDE inhibition; inhibition, % at 5.59 µM; 0.41% of 320,000 active; HEK cells, FAbetaB cleavage, fluorescence polarization; AID 434962;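 active = percent inhibition above the average of all tested compounds plus 3 SD, set per screening campaign, cut at about 16% in these data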;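 also: IDE supplied by intact live HEK cells; FP after avidin binding of uncleaved biotin substrate so inhibition keeps polarization high; 0% = DMSO wells and 100% = 60 µM reference IDE inhibitor Ii1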
CHRM4 agonist: agonists of human muscarinic M4 receptor (CHRM4); activation, % at 3 µM; AID 624127; P08173; CHO-K1 hM4/Gqi5, Fluo-8 calcium fluorescence; vehicle 0%, full acetylcholine response 100%; 0.14% of 360,000 active;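 active = activation above the run mean over all test wells plus 3 SD, cut at about 32% in these data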;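 also: peak over basal fluorescence ratio per well then scaled between controls; 0% = DMSO wells and 100% = acetylcholine at EC100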
M4 antag: antagonists of human muscarinic M4 receptor (CHRM4). P08173. CHO-hM4 cells, ACh EC80, Fluo-8 calcium fluorescence. inhibition, % at 3 µM. 0.73% of 360,000 active;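 active = inhibition above its plate's cutoff, the mean inhibition of sample wells plus 3 SD, cut at about 27% in these data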;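 also: 0% = acetylcholine EC80 with DMSO and 100% = DMSO without agonist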
Active calls of the source: *; / = not tested or not shown.

molecule	M5 PAM	CRFBP-R2 block	M5 antag	CHRM5 agonist	M4 PAM	CRFBP-R2 agonist	IDE inh	CHRM4 agonist	M4 antag
COc1cccc2c(=O)n(CC(=O)N3CCCc4ccccc43)ccc12	-2	16	-2	0	2	-2.4	2	4	-13
OCCNc1nc(N2CCOCC2)nc(N2CCOCC2)n1	6	-8	-4	6	-3	3.8	-7	0	-4
COCc1nnc(NC(=O)C23CC4CC(CC(C4)C2)C3)s1	9	-33	5	2	6	2.6	/	0	-8
CCn1c(CNC(=O)c2ccc(Cl)cc2)nnc1SCC(=O)NC1=NCCS1	0	11	4	-1	-2	-0.2	-7	1	9
Cc1cc(OCC(=O)N[C@@H](Cc2c[nH]c3ccccc23)C(=O)O)c2c(C)c(C)c(=O)oc2c1	10	5	-4	0	5	0.8	-3	0	-4
CCOc1ccc(NC(=O)CN(C)C(=O)C2CC(=O)N(CCc3ccccc3)C2)cc1OCC (configuration not stated)	-2	2	13	2	10	-1.0	-1	1	-14
COc1ccc(/C=C2\SC(=O)N(CCC(=O)N3CCCCC3CCO)C2=O)cc1 (configuration not stated)	-5	-5	7	2	-8	0.4	-1	10	-18
Cc1occc1-c1nnc(SCC(=O)Nc2nc(-c3ccccc3)cs2)o1	0	5	-5	4	3	-1.9	2	5	0
O=C(Cc1sc(-c2ccccc2Cl)nc1-c1ccccc1)Nc1ccccc1	-2	-6	-6	-2	9	3.7	3	1	-8
CCOC(=O)C1=C(C)N(C)C(C)=C(C(=O)OCC)C1c1ccsc1	-4	29	12	-19	0	-3.2	3	-3	-9
COc1ccc(OC)c(NC(=O)c2nc(-c3ccccc3)oc2C)c1	7	7	2	-2	8	0.2	-8	1	-3
Cc1ccnc2nc(C(=O)OCC(=O)NCCc3ccccc3)nn12	-2	24	3	3	4	-1.1	2	1	1
CC(=O)C1=C(O)C(=O)N(c2ccc(Br)cc2)C1c1ccccc1[N+](=O)[O-] (configuration not stated)	1	-4	7	0	-1	0.8	7	0	-1
C/C(=N/NC(=O)c1ccco1)c1cccnc1	-1	-4	-4	-2	0	-0.6	-2	0	-5
CS(=O)(=O)c1ccc(-c2csc(C(O)c3cccc(Cl)c3)n2)cc1 (configuration not stated)	-4	/	9	1	-4	/	/	7	4
COc1ccc(OC)c(-c2cc(C(=O)Nc3cccc(Cl)c3)no2)c1	8	-2	0	-1	-1	15	-1	0	-1
CC(C)(C)c1ccc(C(O)c2ncc(-c3ccc4ccccc4c3)[nH]2)cc1 (configuration not stated)	-5	/	6	-1	2	/	/	0	1
Cc1nc(NC2CCCCC2)c2nnn(Cc3ccccc3Cl)c2n1	15	-18	-11	9	-1	0.4	0	-2	3
O=C(N/N=C/C(Cl)=C/c1ccccc1)c1ccc2c(c1)OCO2	-5	-10	9	0	3	1.6	3	2	15
O=C(COC(=O)c1cc(-c2ccccn2)nc2ccccc12)Nc1ncc(C(F)(F)F)cc1Cl	2	-4	1	4	4	0.9	0	0	-2
Cc1nc2nc[nH]c2cc1Br	-1	5	-1	-3	4	-1.3	-2	1	-5
Cc1nn(Cc2ccccc2Cl)c(C)c1C(=O)NC1=NCCS1	6	11	-7	-4	1	-1.2	-1	1	2
O=C(Nc1ccccc1)Nn1cnnc1	0	27	4	-4	-2	-1.1	/	1	3
O=C(COc1ccccc1F)Nc1c2c(nn1-c1ccccc1)CS(=O)(=O)C2	-6	0	16	-1	-3	0.1	-1	2	4
COc1cccc(OCc2ccc(Cn3nc(NC(=O)NCCc4ccc(OC)c(OC)c4)c4ccccc43)cc2)c1	2	/	-2	0	4	/	/	0	-5
COc1ccc([N+](=O)[O-])cc1NS(=O)(=O)c1ccc(C(=O)N2CCCC2)cc1	8	-8	-3	6	4	1.0	-3	3	0
COc1ccc(CC(=O)N2CCCC(C)C2)cc1 (configuration not stated)	10	7	-2	-5	4	-1.9	7	-1	-13
CC(=O)c1ccc(-c2ccc(C(=O)NCC(c3ccc(F)cc3)N3CCOCC3)o2)cc1 (configuration not stated)	-1	15	2	7	-5	22	-2	6	-6
CCCCOC(=O)Oc1ccc2c(=O)c(Oc3cc(C)cc(C)c3)coc2c1	-2	22	12	2	19	2.7	-6	0	-4
Cc1nc2ccccc2c(=O)n1/N=C/c1ccccc1OC(F)F	-7	-15	8	0	-6	-0.1	-2	6	6

As entered above:
M4 PAM result of Cc1nc2nc[nH]c2cc1Br = 4
CRFBP-R2 block result of COc1ccc([N+](=O)[O-])cc1NS(=O)(=O)c1ccc(C(=O)N2CCCC2)cc1 = -8

(listing goes on)
molecule	M5 PAM	CRFBP-R2 block	M5 antag	CHRM5 agonist	M4 PAM	CRFBP-R2 agonist	IDE inh	CHRM4 agonist	M4 antag
O=S(=O)(N/N=C\c1ccc2c(c1)OCO2)c1ccccc1	12	-5	-4	-2	8	0.1	/	1	0
CCc1cccc(NC(=O)c2ccc(Br)o2)c1	-1	-40	-5	-10	-2	-1.6	3	-1	6
CCCCn1c(Cc2ccccc2)n[nH]c1=S	-19	16	39*	-7	-28	0.0	1	0	83*
COCCN(C(=O)COC(=O)c1c(-c2ccccc2)noc1C)c1c(N)n(Cc2ccccc2)c(=O)[nH]c1=O	0	-2	2	-2	4	-1.1	4	3	2
CO/N=C/C(=N\Nc1ccc(C)cc1)C(=O)c1ccc(OC)cc1	0	2	6	0	1	3.5	2	0	6
CCc1ccccc1N(CC(=O)N1CCN(c2ccccc2F)CC1)S(C)(=O)=O	-3	4	-1	-2	-2	-1.2	-4	2	4
Cc1cccc2cc(CN(Cc3ccco3)C(=O)c3ccncc3)c(=O)[nH]c12	-9	0	4	3	-1	2.2	5	13	-14
Cc1ccccc1C(=O)Nc1ccnn1C1CCN(Cc2c(C)n(C)c3ccccc23)CC1	15	2	-16	-3	11	3.4	/	0	-25
NCC(=O)CCC(=O)O	-1	12	0	0	-4	0.2	0	1	2
Cc1ccc(C=C2C(=O)c3ccccc3C2=O)o1	-9	1	5	0	1	-0.7	7	1	-7
C=CCOc1ccc(/C=C/C(=O)OCC(=O)N2CCCc3ccccc32)cc1	3	-6	10	-3	19	8.8	-3	1	7
O=C(NCC1CCS(=O)(=O)C1)NCC1CCS(=O)(=O)C1 (configuration not stated)	-3	0	0	-4	1	-1.2	-3	0	3
COC(=O)NCc1ccc(CNC(=O)OC)cc1	4	8	9	1	4	-0.2	1	0	4
CCC(C)c1ccc(S(=O)(=O)N2CCN3CCCC3C2)cc1 (configuration not stated)	-1	1	2	1	-3	6.2	-4	1	-2
Cc1snc(SCc2ccc(Cl)cc2)c1C#N	-2	17	8	-2	-2	-0.3	3	-1	6
COc1ccc(C2(O)CCN(C(=O)c3c(F)cccc3F)CC2)cc1	-1	8	4	2	0	0.9	-5	1	1
Cc1ccc(SCc2[nH]nc3c2C(c2cccnc2)C(C#N)=C(N)O3)cc1 (configuration not stated)	-5	-19	0	1	4	-3.7	5	0	-6
CCCS(=O)(=O)N1CCCC(C(=O)NCCCN2CCN(c3ccccc3F)CC2)C1 (configuration not stated)	0	-6	-3	-7	7	-0.4	-4	0	5
Cc1cc(C)c2c(n1)sc1c(-c3ccccc3)c(C#N)c(N)nc12	-3	34	6	-1	4	0.7	8	1	-8
Cc1ccc(NS(=O)(=O)N2CCCCC2)cc1	-10	-2	19	-4	0	0.1	/	0	-4
C=CC[C@@H](CC(=O)NCCO)C(=O)NCCOC(=O)[C@@H](CC=C)Cc1ccc(F)cc1	-3	10	-6	0	3	-1.9	0	0	-4
CCOc1ccc(NC(=O)c2sc(NC(C)=O)c(C(=O)OC)c2C)cc1	0	-2	9	-1	4	-0.2	-1	1	-2
CCCOC(=O)CSc1nnc(-c2ccccc2Cl)o1	-5	11	-4	0	-6	-3.6	-3	-1	-1
COc1ccc(-c2noc(CSc3nc(-c4ccccc4)cc(=O)[nH]3)n2)cc1OC	3	12	-5	1	-3	-0.8	-1	0	10
CN1CCN(CCOC2Cc3ccccc3Sc3ccc(Cl)cc32)CC1 (configuration not stated)	-12	-19	16	-5	-10	0.8	5	13	7
Cc1oc(=O)cc(OCc2ccccc2)c1C	-1	7	1	-1	3	-4.7	/	0	-4
COc1ccc(N(C)S(=O)(=O)c2cccc(C(=O)OCC(=O)Nc3cc(C)ccc3OC)c2)cc1	-12	-1	20	2	-12	-1.0	/	17	16
O=C(Nc1ccccc1)c1ccc(S(=O)(=O)N(CCO)CCO)cc1	-1	-12	0	-1	0	0.6	2	1	-4
COc1ccc(/C=N/NC(=O)c2cnccn2)c(OC)c1OC	-6	-6	14	-2	-17	2.4	4	0	14
CC(C)CN(C(=O)COC(=O)c1nc(Cl)ccc1Cl)C1CCS(=O)(=O)C1 (configuration not stated)	4	1	-14	-1	-3	-1.7	3	1	-8
COc1cccc(N=c2oc3ccc(OC)cc3cc2-c2nc3ccccc3[nH]2)c1	6	-28	0	-6	8	5.0	4	3	-1
O=C(C[n+]1cccc(CNC(=O)c2ccc(OC(F)F)cc2)c1)Nc1ccc(F)cc1	-4	4	12	-5	-7	-0.1	6	0	15
O=C(O)CCNS(=O)(=O)c1cccc2nsnc12	1	-5	4	3	0	-2.0	-1	0	8

Rows are unselected. About 2.9% of those tested had a hit in this group.
